Compound activity from PubChem BioAssay.
S-ASM inh – blocks human secretory acid sphingomyelinase | AID 504937 | actives 0.006% (n = 340,000) | Potency, µM (series often up to 57.5 µM), inactives show at the highest dose activity change, negative = inhibition, hits mostly inhibitors | P17405 | placental ASM, HMU-PC fluorogenic substrate, 60 min; note: potency is the fitted concentration of half-maximal effect
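qHTS format. ASM enzyme prepared from human placenta hydrolyses the fluorogenic substrate HMU-PC0 (9 uM final) over 60 min at 37 °C after a 10 min compound preincubation.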
Mito fusion yeast – blocks mitochondrial division or promotes mitochondrial fusion; AID 485298; actives 0.23% (n = 320,000); Potency, µM (titrated, usually from 46.1 µM), for inactives: top-dose growth rescue (activation), most hits filed as activators; S. cerevisiae fusion-defective mutant growth rescue, CellTiterGlo 48 h;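 note: potency is the fitted concentration of half-maximal effect; % of control where 0% means no effect; nearly all actives have a fitted effect of over 45% in size; temperature-sensitive fusion mutants such as fzo1-1 at 37 °C on non-fermentable ethanol glycerol medium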
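Yeast fusion mutant, YPEG (non-fermentable carbon), compound, 48 h at 37C non-permissive; CellTiterGlo added, 10 min RT, luminescence read. Rescued growth = division inhibition.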
TSHR antagonist – blocks TSH signaling through the human TSH receptor. actives 0.2% (n = 330,000). TSHR-expressing cells, TSH-stimulated cAMP HTRF, 2 h; active compounds read low. AID 504810. activity change, negative = inhibition, % at 11.5 µM. P16473;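 active = activity change below a set negative limit, meaning inhibition stronger than a set level, cut at about -70% in these data; inconclusive = activity change between two set negative limits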; note: % is set by controls: 0 for no effect and ±100 for the full control effect
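Cell-based HTRF cAMP assay; TSHR cells + compound, TSH EC80 (4nM final), 2 h, 37 deg C. Lysis with anti-cAMP cryptate and cAMP-d2, 30 min RT, read 665/620 nm.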
Menin-MLL TR inh – menin-MLL binding inhibition, Texas Red mutant peptide; actives 0.23% (n = 270,000); Potency, µM (top dose mostly 61.6 µM), inactives show top-dose FP activity change, negative = inhibition, hits mostly inhibitors; Menin + Texas Red MLL mutant peptide, fluorescence polarization; active = well fitted inhibition curve with a large enough effect in the polarisation, with a control signal flat, not every such curve was filed as active; inconclusive = small, poorly fitted or top-dose-only effect, or effect the other way, or a change in a side signal; inactive = no such curve, though single readings can be large or run the other way; the % refers to the polarisation; note: potency is the fitted concentration of half-maximal effect; % of control where 0% means no effect; many of its hits are not listed in these tables
USP2a inh – inhibitors of human ubiquitin-specific protease USP2a; USP2 core, Ub-CHOP2 coupled fluorogenic reporter, 485/531; Potency, µM (series often up to 38.3 µM), inactives show at the top dose activity change, negative = inhibition, hits mostly inhibitors; AID 463254; actives 0.01% (n = 330,000);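 note: potency is the fitted concentration of half-maximal effect; plate controls were DMSO wells for no effect and full inhibition by NEM control for full effect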
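USP2 core (10nM final) preincubated 30min RT with compound in 20mM Tris-HCl pH 8.0, 2mM CaCl2, 2mM beta-mercaptoethanol, 0.05% CHAPS; 25nM Ub-CHOP2 plus 25nM reporter substrate added, fluorescence (Ex485/Em531) read after 60min.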
MBNL1 CUG block – blocks human MBNL1 binding to CUG repeat RNA; TR-FRET MBNL1-His/biotin-(CUG)12 binding, 665/545 ratio; Potency, µM (top dose mostly 57.5 µM), for the others: at the highest dose activity change, negative = inhibition, most hits filed as inhibitors; actives 0.036% (n = 280,000); active = well fitted inhibition curve with a large enough effect in the signal ratio, with a control signal flat, not every such curve was filed as active; inconclusive = small, poorly fitted or top-dose-only effect, or effect the other way, or a change in a side signal; inactive = no such curve, though single readings can be large or run the other way; the % refers to the signal ratio; note: potency is the fitted concentration of half-maximal effect; % is set by controls: 0 for no effect and ±100 for the full control effect
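Inhibition of protein-RNA binding appears as loss of TR-FRET between terbium anti-His antibody on MBNL1-His and streptavidin-XL665 on biotin-(CUG)12. Activity is normalized to buffer-only and uninhibited-complex controls.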
hERG WT inh – inhibitors of human wildtype KCNH2 potassium channel. activity change, % at 1.84 µM. actives 0.37% (n = 340,000). AID 720551. Q12809. U2OS, BacMam KCNH2, thallium flux FluxOr; active compounds read low;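 active = maximum activity change below -70%; inconclusive = maximum activity change between -70% and -50%; inactive = maximum activity change above -50%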; note: % is set by controls: 0 for no effect and ±100 for the full control effect
Target sequence (Q12809 whole entry, looked up): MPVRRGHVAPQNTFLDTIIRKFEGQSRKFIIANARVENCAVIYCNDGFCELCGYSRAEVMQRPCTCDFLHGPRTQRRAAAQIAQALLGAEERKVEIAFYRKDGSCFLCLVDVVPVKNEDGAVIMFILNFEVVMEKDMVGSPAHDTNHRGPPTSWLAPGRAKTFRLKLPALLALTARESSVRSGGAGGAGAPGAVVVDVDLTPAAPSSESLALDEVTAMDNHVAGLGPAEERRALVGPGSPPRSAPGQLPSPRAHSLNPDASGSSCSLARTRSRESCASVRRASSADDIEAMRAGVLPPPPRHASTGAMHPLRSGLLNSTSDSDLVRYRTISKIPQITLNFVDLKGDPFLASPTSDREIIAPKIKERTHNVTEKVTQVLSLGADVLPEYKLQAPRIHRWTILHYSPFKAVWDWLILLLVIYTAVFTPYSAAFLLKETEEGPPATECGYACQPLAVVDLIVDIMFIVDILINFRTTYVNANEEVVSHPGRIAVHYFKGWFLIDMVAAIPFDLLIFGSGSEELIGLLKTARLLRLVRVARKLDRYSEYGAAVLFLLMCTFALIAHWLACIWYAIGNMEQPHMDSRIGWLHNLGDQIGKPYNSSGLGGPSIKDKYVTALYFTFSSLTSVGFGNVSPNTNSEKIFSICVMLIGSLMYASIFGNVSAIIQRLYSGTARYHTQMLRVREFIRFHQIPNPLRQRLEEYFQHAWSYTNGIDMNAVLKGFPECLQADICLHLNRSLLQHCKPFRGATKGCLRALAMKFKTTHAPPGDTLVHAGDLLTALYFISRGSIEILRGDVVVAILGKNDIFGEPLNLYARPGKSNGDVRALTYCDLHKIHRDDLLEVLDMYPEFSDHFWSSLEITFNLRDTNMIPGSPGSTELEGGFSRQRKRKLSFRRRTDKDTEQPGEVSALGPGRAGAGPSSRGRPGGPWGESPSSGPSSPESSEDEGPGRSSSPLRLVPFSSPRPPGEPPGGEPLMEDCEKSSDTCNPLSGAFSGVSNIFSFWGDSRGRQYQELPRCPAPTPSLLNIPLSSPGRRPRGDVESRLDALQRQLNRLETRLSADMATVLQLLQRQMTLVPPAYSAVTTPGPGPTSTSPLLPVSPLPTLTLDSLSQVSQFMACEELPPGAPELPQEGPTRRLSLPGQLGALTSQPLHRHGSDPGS
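U2OS cells transduced with wild-type KCNH2 virus are loaded with FluxOr dye for 45 min, and thallium flux is measured in kinetic reads before and after stimulation buffer. Rate constants are normalized to DMSO controls.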
GALK inhibitor – blocks human galactokinase activity | Purified GALK, Kinase-Glo residual ATP luminescence | P51570 | AID 1868 | Potency, µM (doses to about 57.5 µM), without a hit: at the top dose activity change, negative = inhibition, most hits filed as inhibitors | actives 0.007% (n = 270,000); note: potency is the fitted concentration of half-maximal effect; % is set by controls: 0 for no effect and ±100 for the full control effect
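Human GALK (5 nM) with 35 uM ATP and 100 uM galactose in 20 mM HEPES pH 8.0, 5 mM MgCl2, 60 mM NaCl, 1 mM DTT, 0.01% BSA. After 1 h at room temperature, leftover ATP was read by Kinase-Glo Plus luminescence.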
PKM2 act – increases activity of human pyruvate kinase M2. P14618. purified PKM2, Kinase-Glo ATP luminescence, activation; response scale: 0% is enzyme alone, no compound. Potency, µM (doses to about 57.5 µM), without a hit: at the top dose activation, hits mostly activators. actives 0.34% (n = 260,000). AID 1631; note: potency is the fitted concentration of half-maximal effect; % is set by controls: 0 for no effect and ±100 for the full control effect; nearly all actives have a fitted effect of over 55% in size
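Kinase-Glo luminescence reports ATP generated from ADP (0.1 mM) and PEP (0.5 mM) by purified hPK-M2 after 1 h at room temperature, pH 7.2 imidazole buffer; intermediate enzyme activity allows detecting inhibitors and activators.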
Eya2 phos inh – Eya2 (human) phosphatase inhibition; recombinant Eya2, OMFP fluorescence dephosphorylation (OMFP is methylfluorescein phosphate); Potency, µM (top dose mostly 76.9 µM), inactives show at the top dose activity, negative = inhibition, actives largely listed as inhibitors; actives 0.006% (n = 330,000); note: potency is the fitted concentration of half-maximal effect; % is set by controls: 0 for no effect and ±100 for the full control effect
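Eya2 protein (added as 0.2 uM solution) was preincubated with compound for 10 min at ambient temperature in 50 mM HEPES pH 7.5, 50 mM NaCl, 5 uM MgCl2, 0.05% BSA, 1 mM DTT. OMFP (added at 50 uM) then reacted 10 min; fluorescence read at 485/525 nm.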
BCR signal inh – inhibitors of chronic active B-cell receptor signaling; actives 0.05% (n = 340,000); ABC-DLBCL IkBa-CBG/CBR reporter, luminescence ratio, 4 h; Potency, µM (doses to about 46.1 µM), for the others: at the top dose ratio change, negative = lower green/red ratio, most hits filed as inhibitors; active = well fitted inhibition curve with a large enough effect in the signal ratio, with a control signal flat, not every such curve was filed as active; inconclusive = small, poorly fitted or top-dose-only effect, or effect the other way, or a change in a side signal; the % refers to the signal ratio;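 note: potency is the fitted concentration of half-maximal effect; plate controls were basal doxycycline-induced cells for no effect and cells given 10 µM MG132 for full effect; MG132 reads +100%, hits lower the ratio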
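TMD8 human ABC-DLBCL cells with doxycycline-inducible IκBα–green luciferase fusion and unfused red luciferase, in 0.5% FBS medium; compounds up to 46 uM, 4 h at 37C. Green/red luminescence ratio, filter-overlap corrected, fitted to concentration-response curves.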
* = called active by the depositor; i = inactive; ? = inconclusive; · = not tested or not shown; & = joins results of further samples; [ ] = dose if it differs, or a comment. Unless noted, calls come from the whole dose curve; as a rule, active = well fitted curve in the direction sought with a large enough effect; inconclusive = small, poorly fitted or top-dose-only effect, or another doubt; inactive = no such curve, though single readings can be large; an effect the other way counts as inactive or inconclusive. A portion of the library; the hit share may differ from the screen's.

SMILES	S-ASM inh	Mito fusion yeast	TSHR antagonist	Menin-MLL TR inh	USP2a inh	MBNL1 CUG block	hERG WT inh	GALK inhibitor	PKM2 act	Eya2 phos inh	BCR signal inh
Cc1nc2cc(NS(=O)(=O)c3ccccc3)ccc2n1C	-2%	-1%	-6	-3%	0%	-6%	i	-3%	4%	4%	16%
CCCCCCCCNC(=O)/C(C#N)=C/c1ccc2c(c1)OCCO2	6%	4%	-7	1%	0%	·	·	-3%	-14%	-1%	0%
CC1CCCCN1C(=O)COC(=O)c1ccc(N2CCCC2=O)cc1 (stereo not drawn)	7%	·	-1	·	1%	·	2	·	·	3%	-3%
COc1ccc(CN(C(=O)c2oc3cc(C)c(C)cc3c2C)C2CCS(=O)(=O)C2)cc1OC (stereo not drawn)	-9%	2%	2	·	0%	-2%	3	-3%	-1%	-11%	-3%
CC(C)(CN1CCCC1)NS(=O)(=O)c1ccccc1	8%	8%	6	9%	-1%	-10%	2	3%	·	-9%	1%
Brc1ccc(-c2nnc3ccc(N4CCN(c5ccccc5)CC4)nn23)cc1	-3%	4%	-12	-11%	-1%	9%	-2	-1%	4%	2%	2%
CC(C)c1cc(CN2CCOCC2)cc(C(C)C)c1O	9%	-2%	12	·	6%	4%	10	-2%	1%	6%	?
COc1cccc(N2CCN(C(=O)c3cccn4c(=O)c5c(C)c(C)sc5nc34)CC2)c1	1%	3%	0	0%	2%	7%	6	-3%	9%	6%	-5%
CCCN(c1ccccc1F)S(=O)(=O)c1cc(-c2cc(C)no2)ccc1OC	3%	-6%	31	·	1%	-4%	-2	-1%	·	0%	?
CCCOC(=O)c1sc2nc3c(cc2c1N)C(=O)CCC3	1%	1%	-8	13%	-1%	14%	4	0%	-1%	4%	20%
COc1cc(Cl)c(C)cc1NC(=O)CNC(C)c1ccccc1OC (stereo not drawn)	3%	4%	-3	-7%	4%	-2%	4	-1%	-4%	-5%	0%
COc1cccc(C(=O)Nc2cccc(OC(C)=O)c2)c1	2%	2%	21	5%	1%	-10%	2	0%	-3%	-19%	-18%
OCCOCCn1c2ccccc2c2ccccc21	-1%	-3%	4	7%	-1%	3%	2	7%	-6%	-7%	-2%
O=C(N/N=C\c1ccccn1)C1COc2cc3ccccc3cc2O1 (stereo not drawn)	-13%	12%	30	16%	4%	?	0	-1%	5%	-4%	?
Cc1[nH]c(=O)[nH]c(=O)c1S(=O)(=O)Nc1ccc(Oc2ccccc2)cc1	5%	-2%	30	4%	-5%	-15%	5	0%	-13%	9%	-1%
COc1ccc(NC(=O)C2=C(C)NC(=O)NC2c2cccs2)c(OC)c1 (stereo not drawn)	2%	-7%	8	1%	-7%	-6%	-3	5%	-8%	-4%	-11%
C[C@H]1CC[C@]2(O[C@H](CCO)C[C@@H](O)[C@@H]2O)O1	3%	0%	10	·	3%	-3%	-8	1%	-7%	-4%	-2%
NS(=O)(=O)c1ccc(CCNC(=O)c2ccc3nccnc3c2)cc1	12%	·	-6	·	6%	·	10	·	·	-3%	5%
CC(=C/c1ccccc1)/C=N/NC(=O)CSc1nc(C)cc(C)n1	-4%	-8%	-6	?	-2%	25%	-3	·	3%	9%	2%
Cc1ccccc1N/C(=N/S(=O)(=O)c1cc(F)ccc1F)c1ccccc1	0%	8%	-13	·	-1%	-9%	3	-2%	-4%	-21%	?
Cc1ccn2c(c1)nc(=O)c1cc(S(=O)(=O)N3CCC(C)CC3)ccc12	84%[activator]	7%	9	-4%	2%	14%	-35	6%	-2%[0.46 µM]	3%	-1%
CCN(CC(=O)Nc1ccc2c(c1)OCCO2)C(=O)CCc1ccc(OC)cc1	1%	-6%	3	·	1%	·	-1	·	·	-31%	-6%
COCCN=c1scc(-c2cc(OC)ccc2OC)n1/N=C/c1c[nH]c2ccccc12	-10%	29%	28	?	-3%	5%	-3	-2%	-4%	-2%	1%
O=C(CSc1nc2ccccc2c(=O)n1CCC(=O)N1CCN(c2ccccc2)CC1)NCC1CCCO1 (stereo not drawn)	0%	3%	-1	-18%	1%	-5%	-15	-2%	0%	-8%	0%
COc1ccccc1NC(=O)CN(c1ccccc1C)S(C)(=O)=O	0%	-5%	8	4%	-1%	-3%	16	3%	2%	-5%	?
Cc1cccc(NC(=O)c2oc3c(c2C)C(=O)CC(C)(C)C3)n1	6%	14%	-7	-3%	2%	3%	-6	0%	9%	-18%	-1%
CCc1ccc(N(CC)C(=O)c2cn(C)c(=O)c3ccccc23)cc1	2%	-1%	4	?	0%	-5%	-1	4%	·	6%	3%
CCN(CC)CCC(O)(c1ccccc1)C1CCCCC1 (stereo not drawn)	1%	-2%	-18	-15%	-1%	-6%	2	3%	4%	5%	1%
Cc1cc(C)c[n+](-c2nc3ccccc3nc2C(=C=[N-])C#N)c1	29%&25%	-4%&0%	-5&-3	17%&24%	0%&3%	?	15&0	-2%&2%	0%&-1%	4%&6%	?
Cn1nc(C(=O)NNc2c(F)c(F)cc(F)c2F)c2ccccc2c1=O	-2%	6%	6	-1%	0%	0%	5	-6%	-4%	3%	-2%
COc1ccc(OCCOC(=O)Nc2ccccc2)cc1	-3%	-2%	-5	7%	0%	6%	5	2%	-6%	-5%	?
CCCCN(C(=O)c1ccccc1OCc1ccc(F)cc1)c1c(N)n(CC(C)C)c(=O)[nH]c1=O	0%	-1%	6	-20%	-1%	0%	4	3%	0%	4%	3%
O=C1NC(=O)/C(=C/c2ccc(N3CCOCC3)o2)N1	19%	-2%	6	·	4%	?	-2	4%	?	0%	0%
Cc1ccc2c(c1)C(=O)c1c(C(=O)O)cccc1-2	2%	13%	0	7%	1%	?	1	6%	-10%	11%	?
CC1(C)C(c2ccco2)=[N+]([O-])C2(CCCCC2=O)N1O (stereo not drawn)	-2%	-2%	-3	0%	3%	-7%	14	-1%	-3%	-3%	-23%
COc1cc(NC(=O)NNC(=O)c2cc3occc3n2C)cc(OC)c1OC	0%	2%	36	·	3%	-4%	3	-7%	·	-1%	?
CNC(=S)N/N=C(\C)c1ccc(N2CCOCC2)cc1	11%	-2%	-8	-17%	4%	?	9	0%	-2%	1%	?
CCCN(CCC)CCCNC(=O)c1cc2c(=O)[nH]c3ccccc3c2s1	-3%	2%	?	·	3%	?	-5	0%	·	-1%	-1%
O=C(O)/C=C/C(=O)Nc1ccc(S(=O)(=O)Nc2nccs2)cc1	5%	0%	5	4%&-3%	-2%	-3%	1	·	5%	-4%	?
COc1cccc(-c2noc(CCC(=O)N3CCN(c4cc(C)ccc4C)CC3)n2)c1	-7%	·	-19	·	0%	·	14	·	·	-4%	-9%
Cn1c(=N)n(CC(=O)c2cccs2)c2ccccc21	-2%	1%	9	1%	2%	-5%	1	3%	-6%	-3%	?
Fc1ccccc1CN1CCCN(C(=S)Nc2cccc(Cl)c2)C1	2%	-16%	4	-16%	-6%	10%	-3	-1%	-6%	-14%	?
CCOc1ccc(Cl)cc1S(=O)(=O)NCc1cccnc1	1%	3%	-9	10%	-1%	-10%	14	1%	5%	-39%	5%
CCOC(=O)c1sc(C)c2c1NC(C)(c1cccc3ccccc13)NC2=O (stereo not drawn)	11%	4%	-4	-2%	-2%	3%	10	0%	-1%	29%	?
COc1ccc(NC2=NC3(CCCCC3)N=C(N)N2)cc1	-1%	1%	21	1%	-2%	1%	1	4%	-13%	1%	8%
